VP16 counter = inhibits Gal4-VP16 luciferase reporter, ROR gamma counter-screen; Drosophila S2 Gal4-VP16 UAS-luciferase, luminescence, 20 h; Potency, µM (doses to about 53.6 µM), without a hit: at the highest dose activity, negative = inhibition, most hits filed as inhibitors; 310,000 compounds, 3.5% hits; AID 2546;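 also: Gal4-VP16 expression switched on by copper sulfate through the metallothionein promoter; % is scaled to controls: 0 for no effect and ±100 for the full control effect; nearly all actives have a fitted effect of over 50% in size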
Menin MLL FP TR = menin-MLL binding inhibition, Texas Red mutant peptide. Menin + Texas Red MLL mutant peptide, fluorescence polarization. Potency, µM (series often up to 61.6 µM), for the others: top-dose FP activity change, negative = inhibition, most hits filed as inhibitors. 270,000 compounds, 0.23% hits. AID 1768; active = well fitted inhibition curve with a large enough effect in the polarisation, with a control signal flat, not every such curve was filed as active; inconclusive = small, poorly fitted or top-dose-only effect, or effect the other way, or a change in a side signal; inactive = no such curve, though single readings can be large or run the other way; the % refers to the polarisation; also: % of control where 0% means no effect; many of its hits are not listed in these tables
Target sequence (O00255 whole entry, looked up): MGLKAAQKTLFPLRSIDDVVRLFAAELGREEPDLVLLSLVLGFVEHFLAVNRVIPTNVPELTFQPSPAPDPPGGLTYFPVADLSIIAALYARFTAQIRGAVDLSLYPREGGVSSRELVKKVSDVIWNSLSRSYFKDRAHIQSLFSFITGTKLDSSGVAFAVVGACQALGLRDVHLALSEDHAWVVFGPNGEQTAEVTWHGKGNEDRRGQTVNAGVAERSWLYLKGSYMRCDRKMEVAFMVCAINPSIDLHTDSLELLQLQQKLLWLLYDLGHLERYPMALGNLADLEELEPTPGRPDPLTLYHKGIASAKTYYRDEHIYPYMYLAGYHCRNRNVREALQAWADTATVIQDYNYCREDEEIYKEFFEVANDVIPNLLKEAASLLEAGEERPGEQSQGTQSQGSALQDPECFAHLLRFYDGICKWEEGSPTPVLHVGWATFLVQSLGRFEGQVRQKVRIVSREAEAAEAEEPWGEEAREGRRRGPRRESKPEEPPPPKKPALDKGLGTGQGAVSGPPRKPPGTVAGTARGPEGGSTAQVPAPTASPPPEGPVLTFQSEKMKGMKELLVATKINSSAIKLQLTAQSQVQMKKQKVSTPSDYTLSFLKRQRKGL
RORg inh = inhibitors of mouse ROR gamma transcriptional activity | Potency, µM (top dose mostly 53.6 µM), for the others: top-dose activity change, negative = inhibition, hits mostly inhibitors | Drosophila S2 Gal4-RORgamma UAS-luciferase reporter, 20 h | P51450 | 310,000 compounds, 5.4% hits; also: % is scaled to controls: 0 for no effect and ±100 for the full control effect; nearly all actives have a fitted effect of over 60% in size
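Stable Schneider cell line, Gal4 DNA-binding domain fused to ROR gamma, UAS-luciferase. Cmpd 1 hr RT → CuSO4 700 uM final → 20 hr RT → luciferase reagent 10 min → luminescence.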
An asterisk follows results filed as active; u = inconclusive; & = joins results of further samples; [ ] = remark or other dose. Unless noted, calls follow the shape of the dose curve; as a rule, active = well fitted curve in the direction sought with a large enough effect; inconclusive = small, poorly fitted or top-dose-only effect, or another doubt; inactive = no such curve, though single readings can be large; an effect the other way counts as inactive or inconclusive. Potency is read from the fitted curve at half-maximal effect. Only part of the results is shown. The share of hits here may be higher or lower than overall.

SMILES | VP16 counter | Menin MLL FP TR | RORg inh
COc1ccc(CNc2ncnc3ccc(-c4ccc(N(C)C)cc4)cc23)c(OC)c1 | -9% | u | u
COc1ccc2c(c1)OCC(Cc1ccc(OC)c(OC)c1)C2O (centres undefined) | -13%&-3% | -7%&-9% | u
CCC(C)C(NC)C(=O)O (centres undefined) | -7% | 3% | -1%
N[C@H](C(=O)O)c1cccc(O)c1 | 5%&10% | 4%&2%[24.8 µM] | -5%&1%
COc1cccc(Nc2ncc3nc(C)c(=O)n(-c4ccccc4)c3n2)c1 | -2% | 32%[activator] | 42%
NC(=O)c1ccc2nc(-c3ccc(Oc4ccc(Cl)cc4)cc3)[nH]c2c1 | u | u | u
CC(C)CN1CC[C@@]2(CCCN(S(=O)(=O)c3ccccc3)C2)C1 | -16% | -9% | -12%
Cc1ccccc1-c1nccc(Nc2ccc(F)cc2)n1 | -26% | 23% | u
O=C1C[C@@H](c2ccc(O)cc2)Oc2cc(O[C@@H]3O[C@H](CO)[C@@H](O)[C@H](O)[C@H]3O)cc(O)c21 | -2% | 14% | 4%
C1CCN2C[C@@H]3C[C@@H](CN4CCCC[C@H]34)[C@H]2C1 | 0%[17 µM] | -7%[24.8 µM] | 0%[2.98 µM]
N[C@H](C(=O)O)[C@H](OCc1ccccc1)C(=O)O | 2% | 0%[24.8 µM] | -7%
CNc1ccnc(-c2ccccc2C)n1 | -9% | 10% | -4%
CSCC[C@H](NC(=O)CNC(=O)CNC(=O)[C@H](CO)NC(=O)[C@H](CCCNC(=N)N)NC(=O)[C@H](CO)NC(=O)[C@H](CC(C)C)NC(=O)[C@H](CC(C)C)NC(=O)CNC(=O)[C@H](C)NC(=O)[C@H](CC(C)C)NC(=O)[C@H](CCCNC(=N)N)NC(=O)[C@H](Cc1cnc[nH]1)NC(=O)[C@@H](NC(=O)[C@@H](N)C(C)C)[C@@H](C)O)C(=O)N[C@H](C(=O)N[C@@H](CCCCN)C(=O)N[C@@H](CO)C(=O)N[C@@H](CC(N)=O)C(=O)N[C@@H](Cc1ccccc1)C(=O)N[C@H](C(=O)N1CCC[C@H]1C(=O)N[C@H](C(=O)N[C@@H](CC(N)=O)C(=O)N[C@H](C(=O)NCC(=O)N[C@@H](CO)C(=O)N[C@@H](CCCCN)C(=O)N[C@@H](C)C(=O)N[C@@H](Cc1ccccc1)C(N)=O)C(C)C)[C@@H](C)O)C(C)C)C(C)C | -12% | -2% | 10%
N=C(N)S/C=C\C(=O)O | 32µM* | -8%[24.8 µM] | 32µM*
Cc1ccc(/C=C/C2=CC3(C)CC2(C)C(c2ccc(C)cc2)CC3=O)cc1 (centres undefined) | -4%[10 µM] | 10µM* | -10%[10 µM]
CC12C=C(/C=C/C=C/c3ccccc3)C(C)(C1)C(/C=C/c1ccccc1)CC2=O (centres undefined) | 22%[10 µM] | 5%[11.7 µM] | 6%[10 µM]
COCOc1c2c(c(OCOC)c3c(OCOC)cccc13)/C(=N/N[S+](=O)([O-])c1ccc(C)cc1)C1=C2CCCC1 | 1% | -1% | -13%
O=c1c(-c2cccs2)nc2cncnc2n1Cc1ccc(F)cc1 | -21% | 5% | -19%
Cc1cnc(CNc2nc(-c3ccccc3Cl)nc3ccccc23)cn1 | -21% | 10% | 7%
c1cncc(CNc2ccnc(-c3cccnc3)n2)c1 | 2% | 0% | 21%
Cc1noc(C)c1-c1nc(N2CCNCC2)c2ccccc2n1 | -2% | 10% | -29%
COc1c(OC)c2occc2c2oc(=O)ccc12 | 6% | -6% | -34%
C[C@@H](C[N+](C)(C)C)OC(N)=O | -7%[17 µM] | -2%[24.8 µM] | 36%[16.9 µM]
CC(=O)OC1CC2C(C)(C)C(O)CCC2(C)C2CC[C@]3(C)C(=CC(=O)OC3c3ccoc3)C12C (some centres undefined) | -5% | 6% | -21%
c1ccc(Nc2nc(-c3ccoc3)nc3ccccc23)cc1 | -11% | u | u
CC(C)O | 4% | 2% | -3%
O=S(=O)(c1ccccc1)N1CCC[C@@]2(CCN(Cc3cc(C(F)(F)F)cc(C(F)(F)F)c3)C2)C1 | -4% | 5% | 11%
CC/C=C\C/C=C\C/C=C\C/C=C\C/C=C\C/C=C\CCC(=O)O[C@H](COCCCCCCCCCCCCCCCC)COP(=O)([O-])OCC[N+](C)(C)C | -3% | -23% | 1%
O=C(c1ccncc1)N1CCC2(CCN(Cc3cc(C(F)(F)F)cc(C(F)(F)F)c3)CC2)CC1 | -8% | 1% | 6%
C[C@H](CCC(=O)O)[C@H]1CC[C@@H]2[C@H]3[C@@H](C[C@@H](O)[C@]21C)[C@]1(C)CC[C@H](O)C[C@@H]1C[C@@H]3O | -3% | 9% | -6%[10 µM]
C=CCCCCCCCCCCCC(O)CC(O)COC(C)=O (centres undefined) (tested in a mixture with another compound) | -4% | -2% | 7%
COc1ccc(-c2oc3ccccc3c(=O)c2O)cc1OC | u | -27% | 6.3µM*
COc1ccc(-c2nc3cnc(N4CCOCC4)nc3n(-c3ccccc3)c2=O)cc1 | -11% | -11% | -19%
COC(=O)[C@H]1[C@H]2C[C@@H]3c4[nH]c5ccccc5c4CCN3C[C@H]2C[C@@H](OC(=O)c2cc(OC)c(OC)c(OC)c2)[C@@H]1OC | u | 5% | 7.1µM*
N[C@@H]1CCN(O)C1=O | -15%&5% | 14% | 19%&-5%
Fc1ccc(C2=NCCC(c3ccccc3)O2)cc1 (centres undefined) | -6%[96.6 µM] | -30%[94.6 µM] | -18%[96.6 µM]
Cc1cc(O)c2ccccc2c1O | u | -10% | -12%[10 µM]
COC(=O)[C@@H](NC(=O)O[C@@H]1C(=O)c2cc(OC)ccc2O[C@H]1c1cccc(OC)c1)C(C)C | -13% | -12% | 23%
COc1c2c(nc3ccccc13)O[C@H]([C@@](C)(O)CO)C2 | -3%[17 µM] | 3%[24.8 µM] | 2%[16.9 µM]
CC(=O)O[C@@]1(C(C)=O)CCC2C3C=C(Cl)C4=CC(=O)CC[C@]4(C)C3CC[C@]21C (some centres undefined) | -1% | 0% | -1%
Cc1cnc(CNc2nc(-c3ccccc3C)nc3ccccc23)cn1 | 0% | -10% | 1%
COc1ccccc1C1OC(=O)CC1C(=O)OC[C@@H]1CCCN2CCCCC12 (some centres undefined) | -4% | 11% | 5%
CS(=O)(=O)Nc1cccc(-c2nccc(NCc3cccs3)n2)c1 | -12% | 20% | 19%
CC1CC[C@@]23CCC4(C)[C@@]5(C)CCC6C(C)(C)C(=O)CC[C@@]6(C)C5C=C[C@@]4(OC2=O)C3C1C (some centres undefined) | -2% | -10% | u
COc1ccc(C(=O)N2CCC3(CCCN(Cc4cc(C(F)(F)F)cc(C(F)(F)F)c4)C3)CC2)cc1 | -1% | -26% | -24%
N#CCCn1c(=O)c(-c2ccc(Cl)cc2)nc2cnc(Oc3cccc(Cl)c3)nc21 | 3% | 5% | 2%
CC(C)=CCC/C(C)=C/CC/C(C)=C/CC/C(C)=C/C(=O)O | -2% | -19% | 7%
O=C(c1cccc(F)c1)N1CCC2(CCCN(Cc3nccs3)C2)CC1 | 11% | 0% | 0%
CC(C)C[C@@H](CC(=O)N[C@H](CC(=O)N[C@@H]1CCCC[C@H]1C(=O)N[C@H](CC(=O)N[C@@H](CCC(=O)O)CC(=O)O)Cc1c[nH]c2ccccc12)C(C)C)NC(=O)[C@@H]1CCCC[C@H]1N | -2% | -20% | -7%
Cc1ccccc1-c1cc(N2CCN(C)CC2)ncn1 | -11% | -11% | 25%
O=C1[C@H]2[C@H]3[C@H](O)[C@H](O)C/C(=N/OC[C@@H](O)COCc4ccco4)[C@H]3CC[C@@H]2C(=O)N1C[C@@H]1CCCO1 | 2%[10 µM] | 0%[11.7 µM] | -5%[10 µM]
C[C@@H]1/C=C\CC(=O)OC[C@H](C)C(=O)N[C@@H](C)C(=O)OC1 | -1%[10 µM] | -11%[11.7 µM] | -8%[10 µM]
COc1ccc(NC(=O)N2CC3(CCN(C(=O)c4ccco4)CC3)C2)cc1 | 8% | 15% | 10%
CCCC(O)C(CC)CO (centres undefined) | -7% | -1% | -5%
O=c1cc(N2CCNCC2)oc2c(-c3ccccc3)cccc12 | -14% | -5% | -6%
COc1ccc(-c2nc3cnc(N(C)C)nc3n(C)c2=O)cc1 | 20% | -26% | 2%
COc1ccc2[nH]cc(CCNc3cc(-c4ccc(C(=O)N(C)C)cc4)ncn3)c2c1 | -3% | 1% | 25%
CCCCc1ccc2nc(NC(=O)OC)[nH]c2c1 | -1%[17 µM] | 14%[24.8 µM] | -8%[16.9 µM]
Cc1ccccc1-c1nc(N(C)Cc2ccco2)c2ccccc2n1 | -18% | 3% | -4%
COc1cccc(CS(=O)(=O)c2nnnn2-c2ccc(F)cc2Br)c1 | 5% | -6% | -1%
The list continues:
SMILES | VP16 counter | Menin MLL FP TR | RORg inh
COc1ccccc1-c1cc(NCc2cccs2)ncn1 | 6% | 0% | u
c1ccc(-c2ccc(N3CC4(CCNCC4)C3)cc2)cc1 | u | 1% | u
COc1ccccc1CN1CC[C@@]2(CCCN(C(=O)c3ccco3)C2)C1 | 14% | -21% | 3%
COC(=O)NC(/C(C(=O)OC)=C(\C)NCc1ccccc1)c1cccc(C)c1 (centres undefined) | -14%[10 µM] | -7%[11.7 µM] | -11%[10 µM]
CCCCCCCC/C=C\C/C=C\C/C=C\CCCC(=O)NCCO | 2% | -11% | -17%
CCCC1([C@H](O)C/C=C/[C@H]2[C@H](O)CC(=O)[C@@H]2CCCCCCC(=O)OC)CCC1 | u | -26% | -36%
CCCCCCCCCCCCCCCCOCC(CO)OC(C)=O (centres undefined) | 10% | -22% | 7%
COc1ccc2c3c1O[C@H]1C[C@H](O)C=C[C@@]31CCN(C)C2 | -6% | 19%[24.8 µM] | -6%
CC(C)CO/N=C1/C[C@@H](O)[C@@H](O)[C@@H]2[C@@H]3C(=O)N(C4CCCCC4)C(=O)[C@H]3CC[C@@H]12 | -8%[10 µM] | -1%[11.7 µM] | -9%[10 µM]
COc1ccc(C2=Nn3c(nnc3-c3cc(OC)ccc3OC)SC2)c(OC)c1 | -5% | -19% | 23%
CC(=O)N1CCC2(CCCN(Cc3ccccc3)C2)CC1 | -6% | 10% | u
COCCn1c(=O)c(CCc2ccccc2)nc2cnc(Nc3cccc(OC)c3)nc21 | -3% | 23% | 3%
COCC(=O)N1CCC2(CC1)CCN(C(=O)Nc1cccc(F)c1)CC2 | -4% | 19% | 13%
CC[C@H](C)[C@H](NC(=O)OCC1c2ccccc2-c2ccccc21)C(=O)O | 0% | -10%[24.8 µM] | u
Cc1cccc(CNc2cc(-c3ccc(N(C)C)cc3)ncn2)c1 | -7% | u | u

Some of these compounds in order of length of the SMILES, smallest number first:
SMILES | VP16 counter | Menin MLL FP TR | RORg inh
c1ccc(-c2ccc(N3CC4(CCNCC4)C3)cc2)cc1 | u | 1% | u
CCCCCCCC/C=C\C/C=C\C/C=C\CCCC(=O)NCCO | 2% | -11% | -17%
COCC(=O)N1CCC2(CC1)CCN(C(=O)Nc1cccc(F)c1)CC2 | -4% | 19% | 13%
COc1ccc(C2=Nn3c(nnc3-c3cc(OC)ccc3OC)SC2)c(OC)c1 | -5% | -19% | 23%
COC(=O)NC(/C(C(=O)OC)=C(\C)NCc1ccccc1)c1cccc(C)c1 (centres undefined) | -14%[10 µM] | -7%[11.7 µM] | -11%[10 µM]

Remaining list, next part
SMILES | VP16 counter | Menin MLL FP TR | RORg inh
Cc1c[nH]c(=O)n(CCCN2CCN(c3ccccc3OCC(F)(F)F)CC2)c1=O | 1% | 3%[24.8 µM] | 11%
CCC(=O)NCCCC[C@H](NC(=O)OCc1ccccc1)C(=O)Nc1ccc2c(C)cc(=O)oc2c1 | 13% | 20% | -13%
COc1cccc(/C=C/C2=CC3(C)CC2(C)C(c2cccc(OC)c2)CC3=O)c1 (centres undefined) | 5%[10 µM] | 10%[11.7 µM] | 2%[10 µM]
CCNc1ncc2nc(-c3ccccc3)c(=O)n(C[C@H]3CCCO3)c2n1 | 0% | 26% | 0%
CC(C)=NO[C@@H](C)c1cc(-c2c(C)cc(C)cc2C)no1 | -7%[10 µM] | -3%[11.7 µM] | 10%[10 µM]
O=C1CCCC2CCCCN12 (centres undefined) | 8%[150 µM] | 7%[188 µM] | -29%[150 µM]
C[C@H](NC(=O)CNC(=O)[C@@H](NC(=O)[C@H](Cc1ccccc1)NC(=O)CNC(=O)CNC[C@@H](N)Cc1ccccc1)[C@@H](C)O)C(=O)N[C@@H](CCCN=C(N)N)C(=O)N[C@@H](CCCCN)C(=O)N[C@@H](CO)C(=O)N[C@@H](C)C(=O)N[C@@H](CCCN=C(N)N)C(=O)N[C@@H](CCCCN)C(N)=O | 3% | -5% | 22%
COc1ccccc1CNc1ncncc1-c1ccccc1C(F)(F)F | 4% | -18% | 0%
